High-throughput results from PubChem BioAssay.
AmpC inh no detg: qHTS Inhibitors of AmpC Beta-Lactamase (assay without detergent); P00811; AmpC nitrocefin hydrolysis, absorbance 480 nm, 0.0001% Triton; Potency, µM (titrated, usually from 57.1 µM), for the others: at the highest dose activity change, negative = inhibition, actives largely listed as inhibitors; 330,000 tested, 0.52% active;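 also: potency is read from the fitted curve at half-maximal effect; plate controls were no compound for no effect and no enzyme for full effect; nearly all actives have a fitted effect of over 20% in size; some results filed as inactive show a strong effect at the top dose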
Target sequence (P00811 whole entry, looked up): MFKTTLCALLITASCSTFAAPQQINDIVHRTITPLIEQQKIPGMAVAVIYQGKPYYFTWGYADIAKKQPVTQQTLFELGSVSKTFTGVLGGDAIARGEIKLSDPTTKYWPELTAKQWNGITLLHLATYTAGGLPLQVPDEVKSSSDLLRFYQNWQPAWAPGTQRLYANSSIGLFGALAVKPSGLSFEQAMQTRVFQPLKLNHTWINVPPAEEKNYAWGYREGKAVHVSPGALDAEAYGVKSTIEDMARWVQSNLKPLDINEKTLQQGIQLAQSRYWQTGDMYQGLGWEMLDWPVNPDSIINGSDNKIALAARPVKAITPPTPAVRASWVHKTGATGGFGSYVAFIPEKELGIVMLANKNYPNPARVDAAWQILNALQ
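AmpC (5.3 nM in the dispensed reagent) in 20 mM phosphate pH 7.0 with 0.01% (detergent screen) or 0.0001% Triton X-100 was preincubated with compounds for 15 min at room temperature. Nitrocefin was then added from an 800 uM solution, and hydrolysis was followed at 480 nm.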
AmpC detergent: qHTS Inhibitors of AmpC Beta-Lactamase (assay with detergent). AmpC hydrolysis of nitrocefin, absorbance 480 nm, 0.01% Triton. Potency, µM (series often up to 114 µM), inactives show at the highest dose activity change, negative = inhibition, most hits filed as inhibitors. P00811. AID 485294, 2010. 370,000 tested, 0.041% active;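 also: potency is read from the fitted curve at half-maximal effect; 0% = no-compound wells and -100% = no-enzyme wells; nearly all actives have a fitted effect of over 25% in size; some results filed as inactive show a strong effect at the top dose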
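AmpC (5.3 nM in the dispensed reagent) in 20 mM phosphate pH 7.0 with 0.01% (detergent screen) or 0.0001% Triton X-100 was preincubated with compounds for 15 min at room temperature. Nitrocefin was then added from an 800 uM solution, and hydrolysis was followed at 480 nm.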
Sm TGR block: qHTS Assay for the Inhibitors of Schistosoma Mansoni Peroxiredoxins. Potency, µM (highest dose often 114 µM), for the others: top-dose activity change, negative = inhibition, actives largely listed as inhibitors. 360,000 tested, 3% active. purified TGR, DTNB reduction, TNB absorbance 405 nm. Schistosoma mansoni thioredoxin glutathione reductase (TGR), Q962Y6; also: potency is read from the fitted curve at half-maximal effect; nearly all actives have a fitted effect of over 60% in size
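First, TGR (20 nM dispensed) and NADPH were mixed with compound. Second, a 15 min room-temperature incubation followed. Third, further NADPH and then DTNB were added to start the reaction. Finally, TNB absorbance was monitored kinetically.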
AMA1 RON2 block: qHTS for Inhibitors of AMA1-RON; Towards Development of Antimalarial Drug Lead: Primary Screen; 360,000 tested, 0.2% active; AID 720542, 2013; Plasmodium falciparum AMA1 (3D7) - RON2 peptide interaction; AlphaScreen AMA1-biotinylated RON2 peptide binding; Potency, µM (highest dose often 58.2 µM), for the others: top-dose activity change, negative = inhibition, most hits filed as inhibitors;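 also: potency is read from the fitted curve at half-maximal effect; 0% = vehicle wells and -100% = peptide control; nearly all actives have a fitted effect of over 45% in size; some results filed as inactive show a strong effect at the top dose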
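AMA1 (3D7) with his tag at 25 nM final met compounds first, then biotinylated RON2 peptide at 25 nM; detection used donor plus acceptor beads, 10 µg/mL apiece, read by AlphaScreen after 30 min at room temperature.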
HCMV antiviral: qHTS Assay for inhibitors of the human cytomegalovirus (HCMV); HFF cells, HCMV-luciferase reporter, 72 h; active compounds read low; activity change, negative = inhibition, % at 57.5 µM; 410,000 tested, 4.5% active; in the data active = activity change below about -60%; inconclusive = no clear call, values can overlap the other calls; inactive = above about -39%
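Two-dose cell screen: HFF monolayers treated with compounds and infected with luciferase-expressing HCMV at 1 PFU/cell, 72 h at 37C, then lysed for luciferase measurement.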
TbPYK inhibitor: qHTS of Trypanosoma Brucei Inhibitors; pyruvate kinase (Trypanosoma brucei), Q57TT1; TbPYK enzyme, Kinase-Glo Plus ATP luminescence, 45 min; Potency, µM (top dose mostly 76.8 µM), inactives show at the top dose activity, negative = inhibition, most hits filed as inhibitors; 410,000 tested, 0.12% active; also: potency is read from the fitted curve at half-maximal effect; nearly all actives have a fitted effect of over 50% in size
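Quantitative HTS: titrated library compounds versus trypanosomal pyruvate kinase in TEA buffer (pH 7.2) containing KCl, MgCl2, BSA and Tween-20. Reactions were initiated with ADP, 130 uM final. Kinase-Glo Plus luminescence was read after 45 min at RT.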
LmPK inhibitor: qHTS Assay for Inhibitors of Leishmania Mexicana Pyruvate Kinase (LmPK) | Q27686 | purified LmPK, Kinase-Glo ATP luminescence, 1 h | Potency, µM (series often up to 57.5 µM), for the others: top-dose activity change, negative = inhibition, most hits filed as inhibitors | 290,000 tested, 0.37% active; also: potency is read from the fitted curve at half-maximal effect
Target sequence (Q27686 whole entry, looked up): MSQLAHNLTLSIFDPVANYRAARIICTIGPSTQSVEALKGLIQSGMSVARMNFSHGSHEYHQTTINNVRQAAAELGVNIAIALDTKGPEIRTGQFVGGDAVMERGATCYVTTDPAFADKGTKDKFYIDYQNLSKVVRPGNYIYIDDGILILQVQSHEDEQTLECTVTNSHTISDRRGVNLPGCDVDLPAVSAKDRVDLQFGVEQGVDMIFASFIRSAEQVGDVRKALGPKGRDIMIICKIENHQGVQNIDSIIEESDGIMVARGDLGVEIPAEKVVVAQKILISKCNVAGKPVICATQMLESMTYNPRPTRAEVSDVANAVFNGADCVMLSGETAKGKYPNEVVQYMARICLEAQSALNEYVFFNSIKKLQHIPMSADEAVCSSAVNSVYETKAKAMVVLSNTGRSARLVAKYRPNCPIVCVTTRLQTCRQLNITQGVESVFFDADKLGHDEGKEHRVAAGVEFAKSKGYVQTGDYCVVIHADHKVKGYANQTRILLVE
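Purified LmPK (0.1 nM) converted ADP (0.1 mM) to ATP with PEP (0.5 mM) in imidazole buffer pH 7.2 with KCl and MgCl2, 1 h at room temperature. ATP was read by Kinase-Glo luminescence; data normalized to uninhibited and no-enzyme controls.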
Starred values were filed as active, the others as inactive; u = inconclusive; x = not tested or not shown; [ ] = another dose, or the depositor's remark. Unless noted, calls follow the shape of the dose curve; as a rule, active = well fitted curve in the direction sought with a large enough effect; inconclusive = small, poorly fitted or top-dose-only effect, or another doubt; inactive = no such curve, though single readings can be large; an effect the other way counts as inactive or inconclusive. Unless noted, % is scaled to controls: 0 for no effect and ±100 for the full control effect. Not a hit list; about 7.4% have a hit in one of these screens.

Results follow in this order: AmpC inh no detg, HCMV antiviral, AMA1 RON2 block, Sm TGR block, LmPK inhibitor, AmpC detergent, TbPYK inhibitor
> Cc1ccc(S(=O)(=O)N(C)C)cc1NC(=O)CSc1ccc2c(c1)OCCO2
→ -28%, -14, 5%, 0%, x, -11%, -6%
> CN(CC(=O)Nc1ccc(Cl)c(C(F)(F)F)c1)C(=O)c1cc(-c2ccncc2)nc2ccccc12
→ -24%, -33, 0%, 12%, x, -6%, 0%
> COC(=O)[C@@H]1CCCN1C(=O)[C@@H](NC(=O)OC(C)(C)C)C(C)C
→ x, -39, -2%, x, x, x, 0%
> COc1ccc(CN2CCCC(N3CCN(c4cccc(Cl)c4)CC3)C2)cc1OC (centres undefined)
→ 126%[activator], 19, -13%, -2%, -5%, -11%, 2%
> COc1ccc2sc(N(CCCN(C)C)C(=O)c3ccc(S(=O)(=O)N4CCCC4)cc3)nc2c1
→ 121%[activator], 15, 0%, -1%, x, u, 5%
> CCn1c(O)c(N=Nc2cccc(S(=O)(=O)N3CCOCC3)c2)c(=O)n(CC)c1=S
→ -1%, -23, 6%, -9%, 2%, -5%, 3%
> Cc1c(C(=O)NCCO)sc2nc3n(c(=O)c12)CCC3
→ -21%, -21, 30%[activator], 10%, 2%, 4%, 4%
> CCOc1ccc(S(=O)(=O)Nc2cccc(C(=O)N3CCN(C(C)=O)CC3)c2)cc1
→ 12%, -25, 0%, 7%, x, 0%, 0%
> Cc1cc(C)n(-c2nc(Nc3ccccc3)nc(-n3nc(C)cc3C)n2)n1
→ -11%, -4, 8%, 7%, 2%, -2%, -17%
> CNC(=O)c1cc2ccccc2o1
→ -11%, 14, -4%, 2%, 0%, -1%, 5%
> Cc1cccc(C)c1OCC(=O)Nc1c(C)nn(C)c1C
→ -6%, -18, -1%, -14%, 0%, 1%, -4%
> COC(=O)c1ccc(CN2C(=O)NC3(CCCCC3C)C2=O)o1 (centres undefined)
→ -8%, -18, 0%, -5%, -1%, u, 6%
> Nc1ncnc2c1ncn2Cc1ccccc1
→ -24%, 0, 0%, 2%, 2%, 4%, 0%
> Cc1cccc(NC(=O)c2cc(-c3cc(Cl)ccc3O)n[nH]2)c1
→ -21%, x, 56%[activator], 7%, 9%, -18%, -5%
> CCc1ccc(NC(=S)/N=C(\N)Nc2nc(C)c3cc(CC)ccc3n2)cc1
→ -43%, -28, 14%, 7%, -1%, -7%, -3%
> CC(=O)N1CCc2cc(S(=O)(=O)N3CCc4ccccc43)ccc21
→ -12%, -68*, -18%, 3%, 5%, -4%, -11%
> S=C(Nc1cccc(Br)c1)c1ccccc1
→ -13%, -74*, 1%, 7%, 2%, 6%, -2%
> CCCNC(=O)c1ccccc1NC(=O)c1ccc2c(=O)n3c(nc2c1)CCC3
→ -30%, -14, 0%, 3%, x, -16%, -54%
> COc1ccc(NS(=O)(=O)c2cccc(C(=O)NCCCN3CCOCC3)c2)cc1
→ -14%, -12, 10%, 0%, x, 0%, 8%
> COc1ccc(OCCC(=O)OCC(=O)Nc2cccc(Br)c2)cc1
→ -24%, 24, 0%, 4%, -1%, -8%, -8%
> O=C(NC1CCSc2ccccc21)c1ccc(Cl)c(S(=O)(=O)N2CCOCC2)c1 (centres undefined)
→ -7%, 12, -2%, -1%, 0%, 3%, 1%
> C=CCOC(=O)/C(=C\C=C\c1ccccc1)NC(=O)c1ccccc1
→ -40%, -19, -2%, -4%, 1%, -7%, 2%
> Cc1c(C=O)c2ccccc2n1CC(=O)O
→ -10%, 51, -8%, -1%, -1%, 3%, 1%
> O=C(CN(Cc1cccs1)C(=O)CN1C(=O)COc2ccccc21)NCc1ccco1
→ -13%, 28, -8%, 8%, 17%, 13%, -5%
> COc1ccc(-n2c(SCC(=O)Nc3ccc4c(c3)OCO4)nnc2C(C)N2CCCCC2)cc1 (centres undefined)
→ 81%[activator], 8, -11%, -1%, 0%, -2%, -1%
> COCCOC(=O)c1c(C)oc2ccc(NS(=O)(=O)c3cccs3)cc12
→ -25%, u, -8%, 0%, 0%, 0%, -3%
> O=C(/C=C/c1cc2c(cc1Br)OCO2)NCc1ccc(F)cc1
→ -18%, -29, 9%, 1%, 3%, -3%, 2%
> Cc1cc(C)n(CCC(=O)N2CCCC(N3CCN(c4cccc(Cl)c4)CC3)C2)n1 (centres undefined)
→ 230%[activator], 4, -9%, -1%, -8%, 1%, -2%
> CSc1oc(-c2ccc(F)cc2)nc1S(=O)(=O)c1ccc(F)cc1
→ -9%, u, -3%, -2%, 0%, -5%, 2%
> CCOC(=O)c1c(C)[nH]c(C)c1S(=O)(=O)N(C)CC(=O)Nc1ccc(OC)cc1
→ x, -7, x, 41%[activator], x, 2%, -3%
> COc1ccc(N2C(=NC(=O)c3ccc(Br)cc3)SC3CS(=O)(=O)CC32)cc1 (centres undefined)
→ -1%, -10, -6%, -10%, x, u, 2%
> Cc1ccc(C)c(SCC(=O)Nc2ccc(C)c(S(=O)(=O)N3CCOCC3)c2)c1
→ -21%, 122, -6%, 45µM*, x, 4%, 1%
> COc1ccccc1NC(=O)CSc1nnc(CCC(=O)Nc2ccccc2F)n1C
→ 19%, -14, 6%, 4%, 0%, 2%, -5%
> Clc1nnc(NC2CCCCC2)c(Cl)c1Cl
→ x, 39, -3%, x, x, x, -5%
> CC12CCC(C(=O)Nc3cc(F)ccc3F)(CC1=O)C2(C)C (centres undefined)
→ -12%, 66, 0%, 14%, 0%, -13%, 3%
> C[C@@H]1CN([C@@H](C)CO)C(=O)CCCn2nncc2CO[C@@H]1CN(C)S(=O)(=O)c1ccc(-n2cccn2)cc1
→ x, -14, -5%, x, x, x, 8%
> Nc1nc(SCc2ccc3c(c2)OCO3)n[nH]1
→ x, -18, -15%, 0%, -4%, u, -2%
> COc1ccc(CCNC(=O)COC(=O)c2ccc(N3CCCC3=O)cc2)cc1
→ -4%, -20, -7%, 9%, -3%, 6%, 6%
> CCOC(=O)c1cc2c(=O)n3ccccc3nc2n(Cc2ccco2)c1=NC(=O)c1c(F)cccc1Cl
→ x, 3, x, 4µM*, x, 8%, -1%
> N#Cc1ccc(N[C@@H]2CCN3C(=O)c4ccccc4[C@@H]3C[C@H]2O)cc1
→ -15%, -12, 9%, x, x, x, 2%

Quoted at random: 5 entries already listed, in no set order.
Results follow in this order: AmpC inh no detg, HCMV antiviral, AMA1 RON2 block, Sm TGR block, LmPK inhibitor, AmpC detergent, TbPYK inhibitor
> S=C(Nc1cccc(Br)c1)c1ccccc1
→ -13%, -74*, 1%, 7%, 2%, 6%, -2%
> COc1ccc(N2C(=NC(=O)c3ccc(Br)cc3)SC3CS(=O)(=O)CC32)cc1 (centres undefined)
→ -1%, -10, -6%, -10%, x, u, 2%
> Cc1ccc(S(=O)(=O)N(C)C)cc1NC(=O)CSc1ccc2c(c1)OCCO2
→ -28%, -14, 5%, 0%, x, -11%, -6%
> Cc1cccc(NC(=O)c2cc(-c3cc(Cl)ccc3O)n[nH]2)c1
→ -21%, x, 56%[activator], 7%, 9%, -18%, -5%
> COc1ccc2sc(N(CCCN(C)C)C(=O)c3ccc(S(=O)(=O)N4CCCC4)cc3)nc2c1
→ 121%[activator], 15, 0%, -1%, x, u, 5%

(more compounds)
Results follow in this order: AmpC inh no detg, HCMV antiviral, AMA1 RON2 block, Sm TGR block, LmPK inhibitor, AmpC detergent, TbPYK inhibitor
> C=CCNC(=S)N/N=C/c1ccc(-c2ccc(Br)cc2)o1
→ -44%, -6, 21%, 3%, 0%, -19%, -14%
> CN(C)/C=N/S(=O)(=O)c1cccn1-c1ncc(C(F)(F)F)cc1Cl
→ 1%, 1, -9%, x, -5%, -1%, -5%
> Cc1c(NS(=O)(=O)c2cccc(C(=O)NCc3cccc(Cl)c3)c2)c(=O)n(-c2ccccc2)n1C
→ x, 2, 10%[11.6 µM], x, x, x, 1%
> Cc1cc2nc(CS(=O)(=O)c3ccccc3)cc(=O)n2[nH]1
→ -12%, -10, -1%, 0%, -1%, -4%, 0%
> Cc1ccc(-c2nc(CS(=O)(=O)CC(=O)NC(C)CCc3ccccc3)c(C)o2)cc1 (centres undefined)
→ x, -34, x, -22%, x, 8%, -2%
> COc1ccc(OC)c(NC(=O)C(C)n2nc(C)c3c(C)n(-c4ccccc4)nc3c2=O)c1 (centres undefined)
→ x, -25, x, -2%, x, 15%, -16%
> COc1ccc(NC(=O)c2cc(C3CCCCN3C(=O)c3ccc4c(c3)CCO4)on2)c(C)c1 (centres undefined)
→ x, -22, 0%, x, x, x, 7%
> O=C(NCCCC1CCCC1)C1CCC(=O)N(Cc2cccc(C(F)(F)F)c2)C1 (centres undefined)
→ 191%[activator], 23, 25%, 1%, -12%, -9%, 0%
> O=C(CCC(=O)NNc1nc2ccccc2c2nc(-c3ccccc3)nn12)NCCCN1CCCC1=O
→ -11%, -29, 20%, 9%, -5%[11.5 µM], -3%, -7%
> COc1cc2c(cc1OC)/C(=C/C(=O)c1ccc([N+](=O)[O-])c(C)c1)NCC2
→ 11%, -26, -6%, -1%, -2%, -4%, -18%
> COCCn1c(Cc2ccccc2)nnc1SCc1nc2ccccc2c(=O)[nH]1
→ -5%, -13, -1%, -30%, -2%, -8%, -9%
> Cc1cc(Nc2ccccc2)nc(N2CCN(C(=O)c3ccc4c(c3)OCO4)CC2)n1
→ -15%, -29, -19%, -1%, x, -18%, -1%

One compound at a time, from the list above.
Shown for Cc1cc2nc(CS(=O)(=O)c3ccccc3)cc(=O)n2[nH]1 → AmpC inh no detg: -12%; HCMV antiviral: -10; AMA1 RON2 block: -1%; Sm TGR block: 0%; LmPK inhibitor: -1%; AmpC detergent: -4%; TbPYK inhibitor: 0%
Shown for COc1ccc(N2C(=NC(=O)c3ccc(Br)cc3)SC3CS(=O)(=O)CC32)cc1 (centres undefined) → AmpC inh no detg: -1%; HCMV antiviral: -10; AMA1 RON2 block: -6%; Sm TGR block: -10%; LmPK inhibitor: x; AmpC detergent: u; TbPYK inhibitor: 2%
